Bioassay records deposited in PubChem BioAssay by several laboratories.
Mcl1 Bid PPI – Mcl-1/Bid interaction inhibition; TR-FRET Mcl-1/Bid-Dy647 peptide binding, 1536-well; inhibition, % at 21.7 µM; 0.97% of 220,000 active; AID 1021;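 active = compounds that cut the binding signal by more than half at the single screening dose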;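 also: His-tagged Mcl-1 with europium anti-His antibody binding Bid BH3 peptide; 0% = Mcl-1 plus peptide wells and 100% = peptide-only wells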
Target sequence (Q07820 whole entry, looked up): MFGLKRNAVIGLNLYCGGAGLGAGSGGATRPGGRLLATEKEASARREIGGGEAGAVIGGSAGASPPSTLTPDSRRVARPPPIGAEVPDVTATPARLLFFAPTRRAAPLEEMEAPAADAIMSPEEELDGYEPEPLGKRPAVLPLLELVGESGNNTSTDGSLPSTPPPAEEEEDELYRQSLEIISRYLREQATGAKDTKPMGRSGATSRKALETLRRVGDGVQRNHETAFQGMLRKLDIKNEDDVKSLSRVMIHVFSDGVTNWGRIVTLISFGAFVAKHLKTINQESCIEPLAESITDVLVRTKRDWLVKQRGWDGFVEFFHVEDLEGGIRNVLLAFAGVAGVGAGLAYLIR
Rab2 wt GTP – changes GTP binding to wildtype dog Rab2A, up or down. GST-Rab2 wt beads, Bodipy-GTP binding, flow cytometry. AID 760. GTP binding activity, % at 10 µM. P61105. 0.19% of 190,000 active;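 active = GTP binding activity at least 20 points away from 100%, either lowered or raised; inconclusive = signal likely due to the compound's own green fluorescence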;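 also: 0% = beads with excess unlabeled GTP and 100% = no-compound control corrected for plate trend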
GSH bead fluor – GSH bead compound fluorescence profile. GSH beads flow cytometry, compound fluorescence 488/530 nm; hits give high values. 0.25% of 190,000 active. AID 1776. fluorescence (KMESF) at 10 µM; in the data active = fluorescence above about 89;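 also: glutathione beads carrying GST-tagged Bcl family fusion proteins plus one bare bead set; values are compound well signal with DMSO vehicle wells as background; inactives centre near 16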
HRas wt GTP bind – human HRas wildtype GTP binding, change in either direction; P01112; GST-Ras wt beads, Bodipy-FL-GTP binding, flow cytometry; actives lie on both sides; GTP binding activity, % at 10 µM; 0.14% of 190,000 active; AID 759;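 active = GTP binding activity at least 20% away from the 100% baseline, either lowered as inhibitor or raised as activator; inconclusive = flagged as likely green fluorescent, judged across all proteins in the well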;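 also: 0% = unlabeled GTP competition control and 100% = no-compound control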
Target sequence (P01112 whole entry, looked up): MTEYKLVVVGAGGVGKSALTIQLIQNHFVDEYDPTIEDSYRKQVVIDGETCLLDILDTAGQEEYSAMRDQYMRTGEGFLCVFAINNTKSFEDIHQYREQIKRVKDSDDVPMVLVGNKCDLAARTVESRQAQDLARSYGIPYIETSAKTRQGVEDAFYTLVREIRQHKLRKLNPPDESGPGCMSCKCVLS
Rac1 wt GTP bind – alters GTP binding to wildtype human Rac1 | 0.27% of 190,000 active | GTP binding activity (% of control), % at 10 µM | GST-Rac1 beads, fluorescent GTP binding, flow cytometry; actives lie on both sides; 0 = cold GTP competed, 100 = untreated;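 active = GTP binding activity at least 20 points away from the 100% control level, either lower or higher; inconclusive = compound flagged as likely green fluorescent, judged across all proteins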
Rab7 wt GTP bind – alters GTP binding to wildtype dog Rab7; GST-Rab7 beads, fluorescent GTP binding, flow cytometry; actives lie on both sides; untreated = 100%, excess cold GTP = 0%; GTP binding activity (percent of control), % at 10 µM; 0.055% of 190,000 active; AID 758;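 active = fluorescent GTP binding to Rab7 beads changed by at least 20 points from the 100% baseline, either direction, mostly lower; inconclusive = compound itself probably fluorescent, or too few beads counted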;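 also: median green fluorescence of bound Bodipy-FL-GTP per Rab7 bead population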
Mcl1 Noxa PPI – disrupts binding of human Mcl-1 to Noxa peptide | AID 1022 | Q07820 | TR-FRET Mcl-1/Noxa peptide binding, 2 h | inhibition, % at 21.7 µM | 1.5% of 220,000 active;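 active = compounds that cut the protein-peptide binding signal by more than 50% relative to plate controls in a single-dose test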;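 also: His-tagged Mcl-1 with rhodamine Noxa BH3 peptide and terbium anti-His antibody; 0% = Mcl-1 plus Noxa peptide wells and 100% = peptide-only wells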
Rac1 mut GTP – human Rac1 activated mutant GTP binding change. AID 764. percent activity (GTP binding), % at 10 µM. 0.11% of 190,000 active. P63000. GST-Rac1 activated beads, fluorescent GTP binding, flow cytometry; actives lie on both sides; 100% means binding = to untreated wells;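 active = GTP binding at least 20 percentage points away from the 100% baseline, in either direction, so actives lie on both sides; inconclusive = Compound likely fluorescent itself, or too few beads counted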
Pf gamet viab – kills late stage P. falciparum gametocytes; P. falciparum stage V gametocytes, ATP luminescence, 24 h; inhibition, % at 10.9 µM; 0.065% of 150,000 active;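 active = inhibition above the mean plus 3 SD of compounds within the control limits, set per campaign, cut at about 38% in these data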;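 also: 0% = DMSO wells and 100% = medium only without gametocytes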
Avidin bead fluor – compound fluoresces at 488/530 nm on avidin beads; compound fluorescence 488/530 nm, flow cytometry; hits give high values; fluorescence (KMESF) at 10 µM; 0.38% of 220,000 active; AID 1775; in the data active = fluorescence above about 47; also: inactives centre near 10
Cdc42 wt – changes GTP binding to wildtype human Cdc42. P60953. GST-Cdc42 beads, Bodipy-GTP binding, flow cytometry; actives lie on both sides. percent activity (GTP binding), % at 10 µM. 0.2% of 190,000 active. AID 761;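 active = percent activity GTP binding at least 20 points away from the 100% baseline, either down as inhibitor or up as activator; inconclusive = compound flagged as likely green fluorescent from well-wide comparison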;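 also: median bead fluorescence of bound Bodipy-FL-GTP at 100 nM; 0% = excess unlabeled GTP control and 100% = no compound control; below 100% means less GTP binding so inhibitor and above means activator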
Target sequence (P60953 whole entry, looked up): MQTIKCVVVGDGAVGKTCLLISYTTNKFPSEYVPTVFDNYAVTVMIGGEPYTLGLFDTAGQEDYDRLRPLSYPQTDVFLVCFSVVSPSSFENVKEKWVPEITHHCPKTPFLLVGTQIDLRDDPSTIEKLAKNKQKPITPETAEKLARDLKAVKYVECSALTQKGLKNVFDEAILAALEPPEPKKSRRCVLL
The depositor's hits bear a star; ? = inconclusive; · = not tested or not shown.

SMILES	Mcl1 Bid PPI	Rab2 wt GTP	GSH bead fluor	HRas wt GTP bind	Rac1 wt GTP bind	Rab7 wt GTP bind	Mcl1 Noxa PPI	Rac1 mut GTP	Pf gamet viab	Avidin bead fluor	Cdc42 wt
Cc1ccccc1-n1c(=O)cc(N2CCc3ccccc32)[nH]c1=O	-20	99	25	99	104	97	29	99	·	8	101
Cc1ccccc1OCC(=O)NNC(=O)c1ccc(-c2ccccc2)cc1	-9	100	29	101	103	101	3	99	·	17	100
O=C(CNS(=O)(=O)c1ccc(Cl)cc1)NNC(=O)c1cccnc1	-17	96	12	97	96	107	6	96	-3	8	95
O=C(NCC1CCCO1)c1ccc2ccccc2n1 (centres undefined)	-16	97	13	99	101	99	4	97	14	7	96
O=C(CN(Cc1ccco1)C(=O)Cn1nnc(-c2cccs2)n1)NCC1CCCO1 (centres undefined)	-53	99	12	100	102	107	8	96	·	12	99
CCN1CCN(CC(=O)c2c(C)n(C)c3ccc(OC)cc23)CC1	-34	98	10	99	97	96	21	97	·	18	98
O=C(O)CNC(=O)c1ccc2c(c1)OCCO2	15	90	36	93	93	93	15	91	·	7	92
COc1cc(NC(=O)c2cc(-c3cccnc3)nc3ccc(C)cc23)c(OC)cc1Cl	-9	92	40	93	89	94	·	90	·	12	93
CCc1ccccc1Nc1ccc(C(=O)O)cc1N	·	98	33	99	100	98	·	96	15	11	98
Cc1ccc(/C=N/NC(=O)c2cc(-c3cccnc3)nc3ccccc23)cc1	1	97	12	100	99	99	20	95	-19	28	99
COC(=O)c1cccc(N2C(=O)c3cccnc3C2=O)c1	-22	103	29	104	109	105	7	98	·	11	101
O=C(CSc1nc2ccccc2c(=O)n1-c1ccc(F)cc1F)Nc1ccc(N2CCOCC2)cc1	4	100	20	101	104	97	30	98	-5	9	98
Cc1ccc(S(=O)(=O)n2nc(C)c(Br)c2C)c(C)c1C	-3	99	11	102	100	99	-6	99	·	11	103
Cc1ccc(C2OC(=O)c3ccccc32)cc1 (centres undefined)	-22	101	11	102	105	104	1	101	·	6	104
Cn1nnnc1SCC(=O)Nc1cc(S(=O)(=O)N2CCCC2)ccc1Cl	3	95	16	95	102	92	10	96	-6	12	98
Cc1onc(-c2ccccc2Cl)c1C(=O)N1CCc2ccccc2C1	4	94	17	97	95	93	12	95	·	26	97
COc1cccc(S(=O)(=O)NCc2ccc(C(=O)NCC3CCCO3)cc2)c1 (centres undefined)	-1	99	17	97	100	97	16	96	10	13	100
COc1ccc(OC)c(NC(=O)CSCc2cnn(-c3ccccc3)c2-n2cccc2)c1	-3	93	25	93	94	93	-3	92	·	22	93
C=C(C)c1cccc(C(C)(C)NC(=O)Nc2ccc(Cl)cn2)c1	-14	96	11	96	101	99	-4	97	3	11	99
O=C(CC1NCCNC1=O)Nc1ccc(Oc2ccccc2)cc1 (centres undefined)	-8	101	20	102	100	98	14	100	·	17	100
COc1cc(C(=O)NCc2nnc(SCC(=O)N3CCOCC3)o2)cc(OC)c1OC	-5	94	11	95	101	96	18	96	1	25	96
CCN1CCn2c1nc(N1CCOCC1)nc2=O	-7	99	12	100	102	97	-5	99	-23	39	102
CCN(CC)S(=O)(=O)c1ccc(=O)[nH]c1	-44	98	11	96	100	94	-5	95	-10	8	96
CCOC(=O)C(OC(=O)c1sc(=S)n(C)c1C)C(C)=O (centres undefined)	-5	96	28	97	97	96	3	97	·	13	100
CC(=O)c1cccc(NC(=O)C(OC(=O)c2cccs2)c2ccccc2)c1 (centres undefined)	-29	97	7	100	100	97	7	98	0	11	97
O=[N+]([O-])C1=C(Nc2cccc3ccccc23)CS(=O)(=O)C1	-20	100	42	100	104	98	15	97	11	10	98
FCCCOc1ccc(-c2nccc(-c3ccc(Br)cc3)n2)cc1	0	93	34	96	94	92	12	90	-8	14	95
O=C(CSc1nnc(-c2cnccn2)n1Cc1ccco1)c1ccccc1	-5	99	70	100	101	100	11	99	-30	6	100
COC(=O)[C@@H](NC(=O)NCc1ccc(F)cc1)C(C)C	-19	100	23	102	107	102	7	102	·	25	102
Cc1cccc(-c2nc(CS(=O)CC(=O)N3CCN(C)CC3)c(C)o2)c1 (centres undefined)	-3	97	16	98	100	95	16	99	·	25	102
O=c1[nH][nH]c(C(F)(F)F)c1C=NCc1ccccc1Cl	-11	105	10	106	111	104	7	101	14	8	107
O=C(c1cccs1)[C@@H]1[C@@H]2C(=O)N(Cc3ccc4c(c3)OCO4)C(=O)[C@@H]2C2c3ccccc3C=CN21 (some centres undefined)	-75	98	45	97	101	98	-7	95	·	10	97
O=C(N/N=C/c1cccc(C(F)(F)F)c1)c1cc2c(s1)-c1ccccc1CC2	1	90	29	95	91	92	-5	90	-14	12	92
CCOC(=O)C1=C(C)NC(=O)NC1c1ccc(-c2ccc(F)cc2)o1 (centres undefined)	-48	97	13	96	99	98	11	95	7	6	98
CC(OC(=O)C1CC(O)CN1S(=O)(=O)c1ccccc1[N+](=O)[O-])C(=O)N1CCCCC1 (centres undefined)	-3	102	10	105	106	104	14	100	-5	8	103
CCC(C(=O)Nc1ccccc1-c1ccccc1)c1ccccc1 (centres undefined)	4	100	24	99	94	101	-2	98	-10	19	96
Cc1ccc([N+](=O)[O-])cc1S(=O)(=O)Nc1ccc(C(=O)N(C)C)cc1	1	98	21	99	100	103	-10	97	·	12	96
COC(=O)c1cccc(NC(=O)c2ccc3c(c2)C(=O)N(CC2CCCO2)C3=O)c1 (centres undefined)	4	98	11	98	104	94	18	99	·	10	100
Cc1cc(NC2CCCCC2)nc(N2CCOCC2)n1	-63	100	14	102	103	99	17	99	·	33	102
COc1cc(OC)c(NS(=O)(=O)c2cc(C(=O)OC(C)C(=O)NC3CC3)c(Cl)cc2Cl)cc1Cl (centres undefined)	-37	95	13	97	94	89	26	96	4	17	95
Cn1c(SCC(=O)Nc2cccc(S(=O)(=O)N3CCOCC3)c2)nnc1-c1ccncc1	-29	103	15	97	100	111	3	98	·	9	103
CCC(C)NC(=O)Cn1c(COc2ccc(Cl)cc2Cl)nc2ccccc21 (centres undefined)	-18	99	19	99	100	98	11	99	·	14	98
Cc1cc(C)c2cc(CN(Cc3ccco3)C(=O)NCc3ccccc3)c(=O)[nH]c2c1	2	100	13	101	105	100	15	99	·	21	103
Cc1nc(C)c(C(=O)OCC(=O)N2CCN(c3ccccc3)CC2)s1	-7	97	32	95	94	97	14	93	19	12	97
Cc1c(N2C(=O)C(=O)/C(=C(/O)c3ccc(Br)cc3)C2c2cccnc2)c(=O)n(-c2ccccc2)n1C (centres undefined)	-6	94	11	95	99	96	14	95	1	13	98
N/C(=N\OC(=O)Cc1ccc(-c2ccccc2)cc1)c1cccc([N+](=O)[O-])c1	1	97	16	98	98	96	11	97	-16	42	100
O=C(Nc1cccc(Cl)c1)OCc1cn(-c2ccccc2)nn1	-13	92	11	93	95	94	12	91	17	20	91
Cc1cc2nc(C)n(CCCNC(=O)Nc3ccccc3)c2cc1C	-9	100	30	100	101	98	7	99	·	·	97
O=C(CSc1nc(-c2ccccc2)cs1)NCCN1C(=O)CSC1=O	-14	98	19	99	97	100	10	96	12	10	97
COc1ccc(C(=O)Nc2nc3ccccc3[nH]2)cc1OC	-2	97	25	102	103	98	19	101	·	34	104
COC(=O)C(C)Sc1nnc(Cc2cc(=O)[nH]c(=O)[nH]2)n1-c1cc(C)ccc1C (centres undefined)	15	98	15	97	103	99	-6	97	·	8	98
Cc1cc(C)c(C(N)=O)c(SCC(=O)c2cc(C)c(C)cc2C)n1	2	100	11	100	102	105	3	99	-3	12	103
COc1ccc(CN2CCN(C(=O)c3cccs3)CC2)cc1	38	100	25	99	104	97	12	97	-18	29	97
CCOc1ccc(C(C)=O)cc1CN1C(=O)C(=O)N(CC)C1=O	-20	98	15	99	98	102	13	95	6	11	97
O=C1OCCN1CC(=O)N1CCc2c([nH]c3ccccc23)C1c1ccccn1 (centres undefined)	-55	96	13	95	97	93	6	95	-3	8	96
Cc1ccc2nc(NC(=O)CSc3ncnc4c3oc3ccccc34)sc2c1	2	95	25	95	96	95	12	94	·	6	92
COc1c(OC(C)=O)ccc(/C=C/c2ccc3cccc(OC)c3n2)c1[N+](=O)[O-]	-17	99	11	99	100	101	20	99	10	5	99
Cn1c(=NC(=O)CN2C(=O)C3CC=CCC3C2=O)sc2ccccc21 (centres undefined)	-18	93	56	96	93	96	16	95	8	10	95
COc1cc(C2C(C(=O)N3CCOCC3)=C(C)NC3=C2C(=O)CCC3)ccc1OC(C)=O (centres undefined)	-21	102	16	104	106	104	10	101	-20	6	106
Cc1noc(C)c1COC(=O)c1ccc2ccccc2n1	-31	99	7	98	99	100	5	97	-20	19	99
Remaining list, next part:
SMILES	Mcl1 Bid PPI	Rab2 wt GTP	GSH bead fluor	HRas wt GTP bind	Rac1 wt GTP bind	Rab7 wt GTP bind	Mcl1 Noxa PPI	Rac1 mut GTP	Pf gamet viab	Avidin bead fluor	Cdc42 wt
Cc1cccc(CC(=O)Nc2c3c(nn2-c2cccc(Cl)c2)CS(=O)C3)c1 (centres undefined)	-3	100	16	102	105	103	19	99	1	9	99
Cc1cccc(NC(=O)c2csnn2)n1	-15	98	12	99	100	102	-3	94	37	13	97
Cc1cc(CN2CCCCC2)oc1C(=O)O	34	102	26	102	106	100	5	101	0	33	100
COCCn1c(-c2ccccc2)cnc1SCC(=O)Nc1cccc2ccccc12	-10	96	11	100	101	102	19	97	2	5	97
Cc1cc(C)c2[nH]c(=S)cc(C)c2c1	1	101	73	101	100	95	44	98	-24	7	102
CC(=O)Nc1ccc(NC(=O)C(C)OC(=O)CNS(=O)(=O)c2cccc(Cl)c2)cc1 (centres undefined)	-25	97	13	96	95	105	14	96	-19	8	94
C=CCOC(=O)C(=O)/C=C/c1c(C)n(C)n(-c2ccccc2)c1=O	-9	97	20	95	96	97	-11	95	-28	5	92
CC(C)(C)c1ccc(S(=O)(=O)Nc2cccnc2)cc1	-1	101	24	101	103	98	3	100	4	15	101
CCNC(=S)N/N=C(\C)c1ccc2ccccc2c1OC(F)F	-38	?	26	?	?	?	10	?	-5	10	?

Three entries already listed, sorted by molar mass, ascending:
SMILES	Mcl1 Bid PPI	Rab2 wt GTP	GSH bead fluor	HRas wt GTP bind	Rac1 wt GTP bind	Rab7 wt GTP bind	Mcl1 Noxa PPI	Rac1 mut GTP	Pf gamet viab	Avidin bead fluor	Cdc42 wt
Cc1cccc(NC(=O)c2csnn2)n1	-15	98	12	99	100	102	-3	94	37	13	97
Cc1ccc2nc(NC(=O)CSc3ncnc4c3oc3ccccc34)sc2c1	2	95	25	95	96	95	12	94	·	6	92
O=C(CN(Cc1ccco1)C(=O)Cn1nnc(-c2cccs2)n1)NCC1CCCO1 (centres undefined)	-53	99	12	100	102	107	8	96	·	12	99
